Screening results from PubChem BioAssay.
Bim-Bcl-B: inhibitors of Bim-Bcl-B binding, primary screen, biochemical, multiplexed, human Bcl-2 family; Bcl-2-like protein 10 (Homo sapiens), Q9HD36; bead-based flow cytometry, Bim peptide-Bcl-B binding; inhibition, % at 10 µM; 0.073% of 190,000 active;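 note: 0% = tracer peptide without compound and 100% = reference inhibitor peptide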
Target sequence (Q9HD36 whole entry, looked up): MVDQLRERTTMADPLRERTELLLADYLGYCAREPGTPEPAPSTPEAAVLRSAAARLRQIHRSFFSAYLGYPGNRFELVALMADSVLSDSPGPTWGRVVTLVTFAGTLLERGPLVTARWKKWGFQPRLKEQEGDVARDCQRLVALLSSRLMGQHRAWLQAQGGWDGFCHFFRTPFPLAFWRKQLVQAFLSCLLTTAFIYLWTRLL
Bcl-W Bim block: inhibitors of Bim binding to Bcl-W, primary screen, biochemical, multiplexed, bead-based flow cytometry; Bim peptide-Bcl-W binding; inhibition, % at 10 µM; Bcl-2-like protein 2 (Homo sapiens), Q92843; AID 952, 2007; 0.02% of 190,000 active;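 note: 0% = bound tracer without compound and 100% = peptide blocker; higher means less fluorescent Bim peptide bound to Bcl-W beads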
Target sequence (Q92843 whole entry, looked up): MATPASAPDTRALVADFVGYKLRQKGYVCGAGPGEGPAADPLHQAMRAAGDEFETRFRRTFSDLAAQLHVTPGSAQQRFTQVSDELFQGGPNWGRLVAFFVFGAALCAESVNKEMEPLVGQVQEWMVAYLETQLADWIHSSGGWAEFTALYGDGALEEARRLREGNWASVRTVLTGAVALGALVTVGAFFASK
Rac1 wt GTP bind: wildtype Rac1 GTP binding modulators, primary screen, biochemical, GST-Rac1 beads, flow cytometry, multiplex | fluorescent GTP binding; actives lie on both sides; 0 = cold GTP competed, 100 = untreated | 0.27% of 190,000 active | GTP binding activity (% of control), % at 10 µM;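 active = GTP binding activity at least 20 points away from the 100% control level, either lower or higher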
Cdc42 wt: modulators of GTP binding to wildtype Cdc42, primary screen, biochemical, multiplex bead flow cytometry, Bodipy-GTP; GST-Cdc42 beads; actives lie on both sides; percent activity (GTP binding), % at 10 µM; AID 761, 2007; 0.2% of 190,000 active;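 active = percent activity GTP binding at least 20 points away from the 100% baseline, either down as inhibitor or up as activator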;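 note: median bead fluorescence of bound Bodipy-FL-GTP at 100 nM; 0% = excess unlabeled GTP control and 100% = no compound control; below 100% means less GTP binding so inhibitor and above means activator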
Target sequence (P60953 whole entry, looked up): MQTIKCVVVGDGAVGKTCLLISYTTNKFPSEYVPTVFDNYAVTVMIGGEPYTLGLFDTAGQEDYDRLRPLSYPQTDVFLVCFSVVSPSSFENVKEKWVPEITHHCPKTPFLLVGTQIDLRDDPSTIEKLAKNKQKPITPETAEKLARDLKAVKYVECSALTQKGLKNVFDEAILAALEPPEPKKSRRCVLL
Bim-Bfl-1: inhibitors of Bim binding to Bfl-1, primary screen, biochemical, multiplexed, bead-based flow cytometry; Bim-Bfl-1 binding inhibition; inhibition, % at 10 µM; Bcl-2-related protein A1 (Homo sapiens), Q16548; AID 1008, 2008; 0.12% of 190,000 active;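 note: 0% = wells without compound plus tracer and 100% = blocker peptide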
Bim-Bcl-2: inhibitors of Bim-Bcl-2 binding, primary screen, biochemical, multiplexed, human Bcl-2 family; 0.06% of 190,000 active; AID 950, 2007; Bead-based flow cytometry, Bim peptide-Bcl-2 binding; inhibition, % at 10 µM; Apoptosis regulator Bcl-2 (Homo sapiens), P10415; in the data active = inhibition above about 40%;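 note: 0% = no compound wells with probe peptide and 100% = reference peptide inhibitor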
Target sequence (P10415 whole entry, looked up): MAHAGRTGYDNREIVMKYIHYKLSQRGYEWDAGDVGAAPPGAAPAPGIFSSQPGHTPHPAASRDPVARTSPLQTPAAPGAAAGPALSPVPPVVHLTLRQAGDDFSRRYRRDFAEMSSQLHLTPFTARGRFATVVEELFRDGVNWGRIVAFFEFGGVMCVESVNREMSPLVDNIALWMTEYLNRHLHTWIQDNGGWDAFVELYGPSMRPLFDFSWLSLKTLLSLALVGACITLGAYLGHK
Rab7 wt modul: modulators of GTP binding to Rab7, primary screen, biochemical, wildtype, multiplex bead flow cytometry. GST-Rab7 beads, fluorescent GTP binding; actives lie on both sides; untreated = 100%, excess cold GTP = 0%. GTP binding activity (percent of control), % at 10 µM. 0.055% of 190,000 active. AID 758, 2007;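 active = fluorescent GTP binding to Rab7 beads changed by at least 20 points from the 100% baseline, either direction, mostly lower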;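 note: median green fluorescence of bound Bodipy-FL-GTP per Rab7 bead population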
HRas wt GTP: modulators of GTP binding to HRas wildtype, primary screen, biochemical, bead-based flow cytometry, multiplex | GTPase HRas (Homo sapiens), P01112 | GST-Ras wt beads, Bodipy-FL-GTP binding; actives lie on both sides | GTP binding activity, % at 10 µM | 0.14% of 190,000 active | AID 759, 2007;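 active = GTP binding activity at least 20% away from the 100% baseline, either lowered as inhibitor or raised as activator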;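 note: 0% = unlabeled GTP competition control and 100% = no-compound control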
Rab2 wt GTP: modulators of GTP binding to Rab2A wildtype, primary screen, biochemical, dog, bead-based flow cytometry, multiplex. Ras-related protein Rab-2A (Canis lupus familiaris), P61105. GST-Rab2 wt beads, Bodipy-GTP binding. GTP binding activity, % at 10 µM. 0.19% of 190,000 active;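 active = GTP binding activity at least 20 points away from 100%, either lowered or raised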;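 note: 0% = beads with excess unlabeled GTP and 100% = no-compound control corrected for plate trend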
Rac1 act GTP bind: GTP binding modulators of activated mutant Rac1, primary screen, biochemical, bead-based flow cytometry, multiplex, fluorescent GTP; Ras-related C3 botulinum toxin substrate 1 (Homo sapiens), P63000; percent activity (GTP binding), % at 10 µM; GST-Rac1 activated beads; actives lie on both sides; 100% means binding = to untreated wells; AID 764, 2007; 0.11% of 190,000 active;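 active = GTP binding at least 20 percentage points away from the 100% baseline, in either direction, so actives lie on both sides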
Bcl-XL Bim block: inhibitors of Bim-Bcl-XL binding, primary screen, biochemical, multiplexed, bead flow cytometry, human Bcl-XL; AID 1007, 2008; inhibition, % at 10 µM; 0.04% of 190,000 active; Bim peptide-Bcl-XL binding, fluorescence
Target sequence (Q07817 whole entry, looked up): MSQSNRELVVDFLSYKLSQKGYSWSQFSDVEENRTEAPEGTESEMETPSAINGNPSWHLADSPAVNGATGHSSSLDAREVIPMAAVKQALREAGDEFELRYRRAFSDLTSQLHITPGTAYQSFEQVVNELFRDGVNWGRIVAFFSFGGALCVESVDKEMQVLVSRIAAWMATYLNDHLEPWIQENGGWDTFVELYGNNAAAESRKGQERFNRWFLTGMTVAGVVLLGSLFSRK
* hit, by the source's call. Cut-off read from the data, not from the text of the source, unless noted: active = inhibition above about 40%.

What do the screens show for `CC(C)(C)NS(=O)(=O)c1ccc(CCC(=O)NCc2ccco2)cc1`?
Bim-Bcl-B: -3.0; Bcl-W Bim block: -1.0; Rac1 wt GTP bind: 99.0; Cdc42 wt: 101.0; Bim-Bfl-1: -1.0; Bim-Bcl-2: 2.0; Rab7 wt modul: 101.0; HRas wt GTP: 100.0; Rab2 wt GTP: 99.0; Rac1 act GTP bind: 96.0; Bcl-XL Bim block: -3.0

How did COC(=O)c1ccc(CNC(=O)COC(=O)Cc2ccsc2)cc1 do in these assays?
Bim-Bcl-B: -2.0; Bcl-W Bim block: 0.0; Rac1 wt GTP bind: 93.0; Cdc42 wt: 98.0; Bim-Bfl-1: -5.0; Bim-Bcl-2: -4.0; Rab7 wt modul: 98.0; HRas wt GTP: 93.0; Rab2 wt GTP: 93.0; Rac1 act GTP bind: 95.0; Bcl-XL Bim block: 0.0

What do the screens show for `CCC(=O)N(CC)C1=C(O)c2ccccc2C(=O)C1=O`?
Bim-Bcl-B: 11.0; Bcl-W Bim block: 10.0; Rac1 wt GTP bind: 110.0; Cdc42 wt: 109.0; Bim-Bfl-1: 52.0*; Bim-Bcl-2: 7.0; Rab7 wt modul: 108.0; HRas wt GTP: 108.0; Rab2 wt GTP: 109.0; Rac1 act GTP bind: 104.0; Bcl-XL Bim block: 5.0

Results for Cc1ccccc1OCC(=O)OCC(=O)Nc1cc(C(F)(F)F)ccc1N1CCOCC1 ?
Bim-Bcl-B: -5.0; Bcl-W Bim block: -3.0; Rac1 wt GTP bind: 101.0; Cdc42 wt: 102.0; Bim-Bfl-1: -7.0; Bim-Bcl-2: -8.0; Rab7 wt modul: 99.0; HRas wt GTP: 98.0; Rab2 wt GTP: 99.0; Rac1 act GTP bind: 99.0; Bcl-XL Bim block: -5.0

How did O=C(CCC(=O)c1ccc(F)cc1)Nc1cc(Cl)cc(Cl)c1 do in these assays?
Bim-Bcl-B: -2.0; Bcl-W Bim block: -1.0; Rac1 wt GTP bind: 101.0; Cdc42 wt: 100.0; Bim-Bfl-1: -5.0; Bim-Bcl-2: -4.0; Rab7 wt modul: 96.0; HRas wt GTP: 99.0; Rab2 wt GTP: 99.0; Rac1 act GTP bind: 96.0; Bcl-XL Bim block: 0.0

What do the screens show for `COc1ccc(/C=C/C(=O)NC(=S)N2CCSCC2)cc1`?
Bim-Bcl-B: -16.0; Bcl-W Bim block: 0.0; Rac1 wt GTP bind: 103.0; Cdc42 wt: 96.0; Bim-Bfl-1: -2.0; Bim-Bcl-2: -2.0; Rab7 wt modul: 102.0; HRas wt GTP: 98.0; Rab2 wt GTP: 94.0; Rac1 act GTP bind: 95.0; Bcl-XL Bim block: -3.0

How did Cc1ccc(NC(=O)COC(=O)CCC(=O)c2cccs2)c(C)c1 do in these assays?
Bim-Bcl-B: 4.0; Bcl-W Bim block: 1.0; Rac1 wt GTP bind: 99.0; Cdc42 wt: 95.0; Bim-Bfl-1: 3.0; Bim-Bcl-2: 0.0; Rab7 wt modul: 95.0; HRas wt GTP: 97.0; Rab2 wt GTP: 93.0; Rac1 act GTP bind: 96.0; Bcl-XL Bim block: -1.0

Results for CCOC(=O)N1CCC(NC(=O)c2cc3c(-c4cccc(OC)c4)nn(C)c3s2)CC1 ?
Bim-Bcl-B: 0.0; Bcl-W Bim block: -1.0; Rac1 wt GTP bind: 101.0; Cdc42 wt: 104.0; Bim-Bfl-1: 0.0; Bim-Bcl-2: 0.0; Rab7 wt modul: 103.0; HRas wt GTP: 102.0; Rab2 wt GTP: 102.0; Rac1 act GTP bind: 98.0; Bcl-XL Bim block: 2.0

Results for c1cncc(CNc2ncnc3sc4c(c23)CCC4)c1 ?
Bim-Bcl-B: -1.0; Bcl-W Bim block: 4.0; Rac1 wt GTP bind: 99.0; Cdc42 wt: 98.0; Bim-Bfl-1: -2.0; Bim-Bcl-2: -4.0; Rab7 wt modul: 95.0; HRas wt GTP: 97.0; Rab2 wt GTP: 96.0; Rac1 act GTP bind: 96.0; Bcl-XL Bim block: 0.0

How did N#C/C(=C(/O)COC(=O)CSc1ccc2ccccc2c1)c1nc2ccccc2[nH]1 do in these assays?
Bim-Bcl-B: -6.0; Bcl-W Bim block: -4.0; Rac1 wt GTP bind: 99.0; Cdc42 wt: 99.0; Bim-Bfl-1: -10.0; Bim-Bcl-2: -7.0; Rab7 wt modul: 97.0; HRas wt GTP: 98.0; Rab2 wt GTP: 97.0; Rac1 act GTP bind: 98.0; Bcl-XL Bim block: -4.0

Results for O=C(Nc1cccnc1)C1CCN(S(=O)(=O)c2cccc3nonc23)CC1 ?
Bim-Bcl-B: -3.0; Bcl-W Bim block: 1.0; Rac1 wt GTP bind: 104.0; Cdc42 wt: 105.0; Bim-Bfl-1: -11.0; Bim-Bcl-2: -3.0; Rab7 wt modul: 104.0; HRas wt GTP: 104.0; Rab2 wt GTP: 102.0; Rac1 act GTP bind: 101.0; Bcl-XL Bim block: -2.0

Results for Cc1ccc(CSCC(=O)Nc2c(C)n(C)n(-c3ccccc3)c2=O)cc1 ?
Bim-Bcl-B: -3.0; Bcl-W Bim block: -1.0; Rac1 wt GTP bind: 107.0; Cdc42 wt: 102.0; Bim-Bfl-1: -3.0; Bim-Bcl-2: 1.0; Rab7 wt modul: 102.0; HRas wt GTP: 101.0; Rab2 wt GTP: 98.0; Rac1 act GTP bind: 99.0; Bcl-XL Bim block: -3.0

What do the screens show for `Cc1cc(=O)oc(C)c1C(=O)NCc1ccccc1`?
Bim-Bcl-B: 0.0; Bcl-W Bim block: 0.0; Rac1 wt GTP bind: 97.0; Cdc42 wt: 100.0; Bim-Bfl-1: -2.0; Bim-Bcl-2: -3.0; Rab7 wt modul: 97.0; HRas wt GTP: 100.0; Rab2 wt GTP: 97.0; Rac1 act GTP bind: 96.0; Bcl-XL Bim block: -2.0

Results for COc1ccccc1NC(=O)c1sc2ncn(Cc3ccc(C)cc3)c(=O)c2c1C ?
Bim-Bcl-B: -2.0; Bcl-W Bim block: -5.0; Rac1 wt GTP bind: 95.0; Cdc42 wt: 94.0; Bim-Bfl-1: -2.0; Bim-Bcl-2: -1.0; Rab7 wt modul: 94.0; HRas wt GTP: 93.0; Rab2 wt GTP: 92.0; Rac1 act GTP bind: 94.0; Bcl-XL Bim block: -2.0

How did O=C(CN1C(=O)C2C3C=CC(C3)C2C1=O)OCC(=O)c1ccccc1 (stereo not given) do in these assays?
Bim-Bcl-B: 0.0; Bcl-W Bim block: -1.0; Rac1 wt GTP bind: 103.0; Cdc42 wt: 103.0; Bim-Bfl-1: -3.0; Bim-Bcl-2: 0.0; Rab7 wt modul: 107.0; HRas wt GTP: 104.0; Rab2 wt GTP: 102.0; Rac1 act GTP bind: 102.0; Bcl-XL Bim block: -4.0

What do the screens show for `CCOc1ccc(NC2=NCC(=O)N2CCc2ccccc2)cc1`?
Bim-Bcl-B: 2.0; Bcl-W Bim block: 0.0; Rac1 wt GTP bind: 97.0; Cdc42 wt: 99.0; Bim-Bfl-1: 0.0; Bim-Bcl-2: 2.0; Rab7 wt modul: 100.0; HRas wt GTP: 99.0; Rab2 wt GTP: 98.0; Rac1 act GTP bind: 96.0; Bcl-XL Bim block: 0.0

Results for CCCC(c1nnnn1Cc1ccco1)N1CCN(c2ccccc2)CC1 (stereo not given) ?
Bim-Bcl-B: -2.0; Bcl-W Bim block: -2.0; Rac1 wt GTP bind: 100.0; Cdc42 wt: 99.0; Bim-Bfl-1: -3.0; Bim-Bcl-2: -6.0; Rab7 wt modul: 99.0; HRas wt GTP: 98.0; Rab2 wt GTP: 98.0; Rac1 act GTP bind: 96.0; Bcl-XL Bim block: 0.0

How did Cc1c(C(=O)OCC(=O)N(CCC#N)c2ccccc2)oc2c1ccc1ccccc12 do in these assays?
Bim-Bcl-B: -4.0; Bcl-W Bim block: -2.0; Rac1 wt GTP bind: 100.0; Cdc42 wt: 102.0; Bim-Bfl-1: -8.0; Bim-Bcl-2: -6.0; Rab7 wt modul: 99.0; HRas wt GTP: 100.0; Rab2 wt GTP: 98.0; Rac1 act GTP bind: 98.0; Bcl-XL Bim block: -6.0

What do the screens show for `CCOC(=O)/C=C1\SCC(=O)N1CC(=O)c1ccc[nH]1`?
Bim-Bcl-B: -2.0; Bcl-W Bim block: 0.0; Rac1 wt GTP bind: 103.0; Cdc42 wt: 101.0; Bim-Bfl-1: -5.0; Bim-Bcl-2: 0.0; Rab7 wt modul: 91.0; HRas wt GTP: 100.0; Rab2 wt GTP: 95.0; Rac1 act GTP bind: 98.0; Bcl-XL Bim block: -1.0

What do the screens show for `O=C(Cc1cccs1)N1CCN=C1SCc1ccc(Br)cc1`?
Bim-Bcl-B: -6.0; Bcl-W Bim block: -6.0; Rac1 wt GTP bind: 98.0; Cdc42 wt: 95.0; Bim-Bfl-1: -3.0; Bim-Bcl-2: 0.0; Rab7 wt modul: 93.0; HRas wt GTP: 96.0; Rab2 wt GTP: 95.0; Rac1 act GTP bind: 97.0; Bcl-XL Bim block: -2.0

What do the screens show for `Cc1cc(OCC(=O)Nc2cc(-c3nn4c(C)nnc4s3)ccc2C)ccc1Cl`?
Bim-Bcl-B: -4.0; Bcl-W Bim block: 0.0; Rac1 wt GTP bind: 98.0; Cdc42 wt: 100.0; Bim-Bfl-1: -10.0; Bim-Bcl-2: -5.0; Rab7 wt modul: 96.0; HRas wt GTP: 98.0; Rab2 wt GTP: 99.0; Rac1 act GTP bind: 98.0; Bcl-XL Bim block: -4.0

How did Nc1cc2c(cc1[N+](=O)[O-])OCO2 do in these assays?
Bim-Bcl-B: -1.0; Bcl-W Bim block: 0.0; Rac1 wt GTP bind: 96.0; Cdc42 wt: 90.0; Bim-Bfl-1: -3.0; Bim-Bcl-2: 1.0; Rab7 wt modul: 102.0; HRas wt GTP: 92.0; Rab2 wt GTP: 93.0; Rac1 act GTP bind: 94.0; Bcl-XL Bim block: -1.0

2 neighbouring compounds out of the list so far, quoted:
How did O=C(CCC(=O)c1ccc(F)cc1)Nc1cc(Cl)cc(Cl)c1 do in these assays?
Bim-Bcl-B: -2.0; Bcl-W Bim block: -1.0; Rac1 wt GTP bind: 101.0; Cdc42 wt: 100.0; Bim-Bfl-1: -5.0; Bim-Bcl-2: -4.0; Rab7 wt modul: 96.0; HRas wt GTP: 99.0; Rab2 wt GTP: 99.0; Rac1 act GTP bind: 96.0; Bcl-XL Bim block: 0.0

What do the screens show for `COc1ccc(/C=C/C(=O)NC(=S)N2CCSCC2)cc1`?
Bim-Bcl-B: -16.0; Bcl-W Bim block: 0.0; Rac1 wt GTP bind: 103.0; Cdc42 wt: 96.0; Bim-Bfl-1: -2.0; Bim-Bcl-2: -2.0; Rab7 wt modul: 102.0; HRas wt GTP: 98.0; Rab2 wt GTP: 94.0; Rac1 act GTP bind: 95.0; Bcl-XL Bim block: -3.0
